TRb SRC2 PPI: TRbeta-SRC2 interaction inhibition | AID 1469 | Potency, µM (top dose mostly 106 µM), without a hit: top-dose activity change, negative = inhibition, usual class: inhibitors | P10828 | 280,000 tested, 0.065% active | TRbeta-SRC2 peptide binding, fluorescence polarization; receptor liganded with 1 µM T3;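 also: potency is read from the fitted curve at half-maximal effect; plate controls were bound peptide for no effect and peptide without receptor for full effect; nearly all actives have a fitted effect of over 50% in size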
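Human TRb LBD (0.6 uM) plus Texas Red-labeled SRC2 peptide (20 nM), 1uM T3, 5% DMSO, 5 hr at ambient temperature. Decreased polarization (555/632 nm) flags inhibition; data normalized to free and bound peptide controls.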
Tau fibril FP: tau fibrillization inhibition (FP); K18 P301L tau heparin fibrillization, Alexa594 FP, 6 h; Potency, µM (titrated, usually from 57.7 µM), without a hit: at the top dose activity, negative = inhibition, most hits filed as inhibitors; 280,000 tested, 0.39% active; AID 1468; also: potency is read from the fitted curve at half-maximal effect; % is scaled to controls: 0 for no effect and ±100 for the full control effect; nearly all actives have a fitted effect of over 55% in size
Target sequence (P10636 561-689 P618L limits assumed): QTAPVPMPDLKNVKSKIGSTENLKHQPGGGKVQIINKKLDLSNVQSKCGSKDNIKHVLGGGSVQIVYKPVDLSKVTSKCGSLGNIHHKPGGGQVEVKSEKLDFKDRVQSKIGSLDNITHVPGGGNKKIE
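Compound effects on tau fibrillization are measured by Alexa 594 fluorescence polarization (ex 555, em 632 nm). K18 P301L tau is used at 15 uM with 0.24 uM labeled tracer, and 20 uM heparin induces aggregation over 6 hr at 37 C.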
CBFb-RUNX1 inh: blocks binding between human CBF-beta and RUNX1 | Q01196+Q13951 | AlphaScreen CBFb-His/RUNX1-biotin binding, biochemical | Potency, µM (highest dose often 59.8 µM), for the others: top-dose activity, negative = inhibition, most hits filed as inhibitors | 230,000 tested, under 10 active; also: % of control where 0% means no effect
Target sequence (Q01196 whole entry, looked up): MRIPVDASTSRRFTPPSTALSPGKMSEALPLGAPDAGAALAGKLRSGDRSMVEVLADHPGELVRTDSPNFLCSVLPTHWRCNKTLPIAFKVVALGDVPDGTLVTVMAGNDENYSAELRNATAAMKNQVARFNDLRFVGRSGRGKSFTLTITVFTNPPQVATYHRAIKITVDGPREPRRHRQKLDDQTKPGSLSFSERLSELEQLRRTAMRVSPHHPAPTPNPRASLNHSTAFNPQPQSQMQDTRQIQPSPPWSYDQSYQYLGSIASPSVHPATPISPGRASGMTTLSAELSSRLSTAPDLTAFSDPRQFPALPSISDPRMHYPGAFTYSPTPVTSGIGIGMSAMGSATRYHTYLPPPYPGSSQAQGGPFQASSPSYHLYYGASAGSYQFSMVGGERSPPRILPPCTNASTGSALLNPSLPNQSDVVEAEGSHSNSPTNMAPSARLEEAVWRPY
Target sequence (Q13951 whole entry, looked up): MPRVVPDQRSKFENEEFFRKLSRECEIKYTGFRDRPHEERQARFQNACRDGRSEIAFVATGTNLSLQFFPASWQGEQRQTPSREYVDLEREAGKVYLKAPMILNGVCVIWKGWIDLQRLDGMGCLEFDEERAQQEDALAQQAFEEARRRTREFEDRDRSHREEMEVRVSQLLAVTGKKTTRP
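Interaction loss through any mechanism counts as activity. Pre-formed complex of His-CBF-beta and biotin-RUNX1 (30 nM apiece) is incubated with compound 15 min, then with 50 ng nickel and 50 ng streptavidin beads for 90 min before AlphaScreen detection.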
Epigenetic derep: regulators of epigenetic silencing causing reporter derepression in mouse cells. murine LDR cells, GFP reporter derepression, 30 h. Potency, µM (top dose mostly 53.9 µM), for the others: top-dose GFP activation, actives largely listed as activators. 280,000 tested, 0.2% active. AID 1865; also: potency is read from the fitted curve at half-maximal effect; % of control where 0% means no effect; nearly all actives have a fitted effect of over 60% in size
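Murine LDR cells carrying a silenced, genomically integrated CMV-driven GFP reporter were exposed to compound for 30 hours at 37 C. After PBS washes, GFP-positive cells (20–120 um objects) were counted by laser-scanning microplate cytometry.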
aGal spleen mod: inhibitors or activators of human alpha-galactosidase in spleen homogenate. P06280. human spleen homogenate, 4MU-alpha-Gal fluorescence, 40 min. Potency, µM (highest dose often 80 µM), inactives show top-dose activity change, negative = inhibition, most hits filed as inhibitors. 240,000 tested, 0.008% active. AID 2107;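 also: potency is read from the fitted curve at half-maximal effect; 0% = enzyme with vehicle and -100% = no enzyme basal signal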
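Human spleen homogenate (1 ug) as enzyme source, 4-methylumbelliferyl-alpha-D-galactopyranoside 1 mM final, citrate/phosphate pH 5.0 with 0.01% Tween-20. Compounds 40 min at 37C, NaOH/glycine stop; fluorescence Ex 365/Em 440, Hill-fit AC50.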
Tau fluor cs: counter-screen for tau fibril formation inhibitors | tau K18 P301L (four-repeat tau fragment) Alexa594 fluorescence, heparin fibrillization | Potency, µM (highest dose often 57.7 µM), inactives show top-dose activity change, negative = decrease | 280,000 tested, 0.93% active; also: potency is read from the fitted curve at half-maximal effect; % is scaled to controls: 0 for no effect and ±100 for the full control effect; nearly all actives have a fitted effect of over 55% in size
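Human K18 P301L tau (15 uM unlabeled plus 0.24 uM Alexa 594-labeled, final) in 100 mM sodium acetate pH 7 was mixed with compound and 20 uM heparin and incubated 6 hr at 37 C.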
NPSR antag: neuropeptide S receptor (human) antagonism, cAMP. Q6W5P4. CHO-NPSR cells, cAMP TR-FRET, antagonist mode. 220,000 tested, 1% active. Potency, µM (doses to about 38.3 µM), inactives show at the highest dose activity change, negative = inhibition, actives largely listed as inhibitors; also: potency is read from the fitted curve at half-maximal effect; % is scaled to controls: 0 for no effect and ±100 for the full control effect; nearly all actives have a fitted effect of over 50% in size; many of its hits are not listed in these tables
TexasRed fluor: alters Texas Red total fluorescence, flagging assay interference. TRb/SRC2 Texas Red total fluorescence interference. Potency, µM (doses to about 106 µM), without a hit: at the top dose fluorescence change, negative = quenching. 280,000 tested, 0.29% active. AID 1479; active = well fitted curve in either direction with a large enough effect; inconclusive = small, poorly fitted or top-dose-only effect; also: potency is read from the fitted curve at half-maximal effect; % is scaled to controls: 0 for no effect and ±100 for the full control effect
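Human TRβ ligand-binding domain (0.6 uM) and Texas Red SRC2 peptide (20 nM) in Tris buffer with 1 uM T3 and 5% DMSO were incubated with pinned compound for 5 hr at ambient temperature. Total fluorescence was computed as S + 2P (555/632 nm).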
Numbers without * were called inactive; ? = inconclusive; . = not tested or not shown; [ ] = remark or other dose. Unless noted, calls follow the shape of the dose curve; as a rule, active = well fitted curve in the direction sought with a large enough effect; inconclusive = small, poorly fitted or top-dose-only effect, or another doubt; inactive = no such curve, though single readings can be large; an effect the other way counts as inactive or inconclusive.

SMILES	TRb SRC2 PPI	Tau fibril FP	CBFb-RUNX1 inh	Epigenetic derep	aGal spleen mod	Tau fluor cs	NPSR antag	TexasRed fluor
O=C(C1=C[C@H](C2CC2)C[C@H](OCCCCO)O1)N1CCN(Cc2ccccc2)CC1	-2%	-1%	0%	1.0%	-6%	-8%	10%	-2%
CC(=O)c1ccc(NC(=O)CCc2c(C)nc3c(c2C)c(=O)n(C)c(=O)n3C)cc1	-2%	0%	.	-1.1%	.	0%	.	-3%
O=C(CN1C(=O)c2ccccc2C1=O)Nc1sc2c(c1C(=O)NCC1CCCO1)CCC2 (stereo unspecified)	-2%	-9%	1%	1.9%	-5%	-9%	-13%[46.1 µM]	-4%
CCCCOc1ccc(C(=O)NCC(=O)NCC(=O)OCC)cc1	-17%	-1%	4%	-1.3%	1%	-1%	-10%[46.1 µM]	1%
COc1ccc(OC)c(C2CC(=O)OC3=C2C(=O)CC(C)(C)C3)c1 (stereo unspecified)	2%	-3%	4%	0.9%	3%	-3%	12%	-5%
Cc1cccc(Oc2nccc(C(F)(F)F)c2C(=O)Nc2ccc(F)cc2F)c1	-2%	-13%	4%	4.6%	2%	-15%	0%	1%
CCn1c(=O)n(-c2ccc(F)c(Cl)c2)c(=O)c2sc3ccccc3c21	-3%	-4%	.	0.9%	.	2%	.	-1%
CCc1ccc(NC(=O)CSc2nc(NS(=O)(=O)c3ccccc3)cc(=O)[nH]2)cc1	6%	?	?	5.6%	0%	-3%	-13%	-6%
CCOC(=O)C(Oc1ccc2c(-c3ccccc3)cc(=O)oc2c1C)c1ccccc1 (stereo unspecified)	2%	?	1%	2.1%	0%	-19%	-34%	-1%
C=CCNC(=O)c1ccccc1NS(=O)(=O)c1ccc(SC)cc1	0%	-2%	14%	0.0%	-3%	-8%	-1%[46.1 µM]	-4%
C=C(C)CSc1nc(C)c(Cc2ccccc2)c(=O)[nH]1	2%	7%	5%	1.8%	-14%	4%	-1%[46.1 µM]	-6%
Cc1ccc(C)c(Nc2nc3c(S(=O)(=O)c4ccccc4)nnn3c3ccccc23)c1	4%	-8%	1%	6.7%	3%	1%	-46%	-2%

Sorted by SMILES length (largest number first): part of the list above.
SMILES	TRb SRC2 PPI	Tau fibril FP	CBFb-RUNX1 inh	Epigenetic derep	aGal spleen mod	Tau fluor cs	NPSR antag	TexasRed fluor
O=C(C1=C[C@H](C2CC2)C[C@H](OCCCCO)O1)N1CCN(Cc2ccccc2)CC1	-2%	-1%	0%	1.0%	-6%	-8%	10%	-2%
Cc1ccc(C)c(Nc2nc3c(S(=O)(=O)c4ccccc4)nnn3c3ccccc23)c1	4%	-8%	1%	6.7%	3%	1%	-46%	-2%
C=CCNC(=O)c1ccccc1NS(=O)(=O)c1ccc(SC)cc1	0%	-2%	14%	0.0%	-3%	-8%	-1%[46.1 µM]	-4%
CCCCOc1ccc(C(=O)NCC(=O)NCC(=O)OCC)cc1	-17%	-1%	4%	-1.3%	1%	-1%	-10%[46.1 µM]	1%

Further compounds.
SMILES	TRb SRC2 PPI	Tau fibril FP	CBFb-RUNX1 inh	Epigenetic derep	aGal spleen mod	Tau fluor cs	NPSR antag	TexasRed fluor
c1ccc(Cc2nc(-c3ccccn3)no2)cc1	5%	1%	4%	-1.5%	-2%	-2%	-12%[46.1 µM]	-1%
Cc1ccc2[nH]c(=O)c(CN(CC3CCCO3)S(=O)(=O)c3cccc4nsnc34)cc2c1 (stereo unspecified)	-17%	6%	-8%	-1.0%	2%	-9%	-23%[46.1 µM]	1%
O=C(c1cccc2ccccc12)C1CCCN(C(=O)CCc2cnccn2)C1 (stereo unspecified)	8%	-3%	3%	0.2%	1%	0%	-5%	-1%
O=C(c1cccs1)[C@@H]1[C@@H]2C(=O)N(Cc3ccc4c(c3)OCO4)C(=O)[C@@H]2C2c3ccccc3C=CN21 (stereo partly specified)	9%	?	-12%	-0.3%	2%	?	-18%[46.1 µM]	3%
Cc1ccc2oc3c(c(=O)c2c1)C(c1cccc(O)c1)N(Cc1ccccc1Cl)C3=O (stereo unspecified)	6%	?	.	-0.1%	.	-25%	.	3%
O=C(CCCN=C1NS(=O)(=O)c2ccccc21)OCc1cc([N+](=O)[O-])cc2c1OCOC2	1%	1%	7%	1.3%	0%	-8%	-1%	-5%
CC(C)Cn1c(SCC(=O)N2CCCc3ccccc32)nc2ccccc2c1=O	-6%	1%	18%	0.0%	10%	-3%	?	-7%
Cc1ccc(Nc2nc3c([nH]2)c(=O)n(C)c(=O)n3C)cc1	-2%	5%	1%	-2.0%	13%	?	-14%[46.1 µM]	0%
NC(=O)C(=CNc1nc(-c2ccc(Cl)c(Cl)c2)cs1)C(N)=O	-3%	-9%	.	2.5%	7%	16µM*[quencher]	-30%	-9%
COc1nccnc1NS(=O)(=O)c1ccc(NC(=S)NC(=O)c2ccc(F)c(F)c2)cc1	-2%	-2%	-4%	0.0%	-4%	-5%	-17%	4%
CCOC(=O)Nc1c(Cl)n(C)c(=O)n(C)c1=O	-2%	2%	23%	0.2%	0%	4%	3%	-2%
COc1ccc2c(Sc3ccc(C)cc3)c(C(=O)NC(C)C)[nH]c2c1	-9%	14%	.	-1.3%	.	-4%	.	0%
CCCCN(CCCC)CCNC(=O)c1cc(-c2cccnc2)nc2ccc(S(=O)(=O)N3CCC(C)CC3)cc12	-2%	-1%	.	0.8%	.	-14%	.	-3%
CCC1CCCCN1C(=O)c1cccc(S(=O)(=O)Nc2cc(C(F)(F)F)ccc2Cl)c1 (stereo unspecified)	0%	-3%	9%	-0.9%	-6%	-20%	-21%	0%
CC(=O)c1sc(NC(=O)c2cc(-c3ccccc3)nn2-c2ccccc2)nc1C	-5%	-2%	-3%	0.0%	1%	-15%	-28%	1%
COc1nnc(-c2ccc(N3CCOCC3)c(NC(=O)c3ccco3)c2)c2ccccc12	0%	3%	9%	0.0%	2%	-9%	-24%[46.1 µM]	-3%
Cn1c(=O)c2c(nc(NCCOc3ccc(C(C)(C)C)cc3)n2C)n(C)c1=O	-7%	3%	8%	-2.5%	-6%	-3%	7%	0%
CN(Cc1ccccn1)Cc1nc(Cc2ccccc2Cl)no1	-3%	-1%	1%	3.3%	-3%	3%	2%	-2%
Cn1nc(C(F)(F)F)c2cc(C(=O)Nc3ccc(F)c(Cl)c3)sc21	-2%	?	12%	12%	1%	?	-39%	-1%
O=C(O)[C@@H](c1ccccc1)N1Cc2ccccc2C1=O	-2%	-5%	1%	2.9%	-2%	2%	0%[46.1 µM]	-6%
Cc1ccc(NC(=S)NNC(=O)c2cn(C)nc2C)cc1	-2%	9%	3%	-1.1%	-12%	-2%	2%[46.1 µM]	1%
O=C(OCc1csc(-c2ccccc2)n1)c1ccccc1O	-6%	-5%	?	0.0%	-6%	-12%	-10%	1%
COc1cccc(CN2CCNC(=O)C2CC(=O)N(C)CCc2ccccn2)c1OC (stereo unspecified)	0%	-12%	18%	1.1%	10%	-5%	-8%	3%
O=C1NC(=O)/C(=C\c2ccc(Cl)nc2)S1	-2%	2%	13%	1.3%	-4%	4%	-16%	-6%
Cc1ccc(NC(=O)c2ccccc2NC(=O)CCC(=O)O)cc1	5%	6%	-4%	2.3%	2%	-4%	19%	-4%
CCOC(=O)c1ccc(NC(=O)c2cccc(C)c2[N+](=O)[O-])cc1	10%[53 µM]	-14%	-10%	1.4%	-2%	?	19%	-3%[53 µM]
CCOCCCNC(=O)C(c1ccc(Cl)cc1)N(Cc1ccc2c(c1)OCO2)C(=O)CNC(C)=O (stereo unspecified)	3%	6%	12%	1.3%	3%	3%	-9%	2%
COC(=O)c1c(OC)cc2c(c1C)Oc1c(Cl)c(O)c(Cl)c(C)c1C(=O)O2	-3%	1%	7%	1.1%	1%	-16%	.	0%

Another view of part of the listing above:
Values run as follows: TRb SRC2 PPI | Tau fibril FP | CBFb-RUNX1 inh | Epigenetic derep | aGal spleen mod | Tau fluor cs | NPSR antag | TexasRed fluor
CCOC(=O)c1ccc(NC(=O)c2cccc(C)c2[N+](=O)[O-])cc1
 : 10%[53 µM] | -14% | -10% | 1.4% | -2% | ? | 19% | -3%[53 µM]
CCOCCCNC(=O)C(c1ccc(Cl)cc1)N(Cc1ccc2c(c1)OCO2)C(=O)CNC(C)=O (stereo unspecified)
 : 3% | 6% | 12% | 1.3% | 3% | 3% | -9% | 2%
COC(=O)c1c(OC)cc2c(c1C)Oc1c(Cl)c(O)c(Cl)c(C)c1C(=O)O2
 : -3% | 1% | 7% | 1.1% | 1% | -16% | . | 0%

Compound activity as filed in PubChem.

An excerpt; the hit share may differ from the screen's.
